PrPC TRFRET – cell surface PrPC inhibition, primary TR-FRET screen. TR-FRET read-out. hit rate 0.43% among 370,000. inhibition, % at 13.8 µM. P04156. AID 720596; in the data active = inhibition above about 24%; note: 0% = median of the test wells and 100% = reference compound wells
CCHFV vOTU inh – CCHFV vOTU protease inhibition. Pep-AMC fluorescence. hit rate 0.55% among 370,000. inhibition, % at 11.5 µM; note: 0% = vehicle wells with enzyme and 100% = no enzyme wells
FadD28 binding – blocks FadD28 binding to the bisubstrate probe | fluorescence polarization | inhibition, % at 12.5 µM | hit rate 0.22% among 360,000; in the data active = inhibition above about 8.5%, passing the limit was not always enough; inconclusive = no clear call, values can overlap the other calls
Mtb UGM inh – blocks M. tuberculosis UGM enzyme; P9WIQ1; purified UGM, fluorescence polarization probe displacement; inhibition, % at 10 µM; hit rate 0.06% among 320,000; AID 504406; in the data active = inhibition above about 10%, passing the limit was not always enough; inconclusive = no clear call, values can overlap the other calls
Target sequence (P9WIQ1 whole entry, looked up): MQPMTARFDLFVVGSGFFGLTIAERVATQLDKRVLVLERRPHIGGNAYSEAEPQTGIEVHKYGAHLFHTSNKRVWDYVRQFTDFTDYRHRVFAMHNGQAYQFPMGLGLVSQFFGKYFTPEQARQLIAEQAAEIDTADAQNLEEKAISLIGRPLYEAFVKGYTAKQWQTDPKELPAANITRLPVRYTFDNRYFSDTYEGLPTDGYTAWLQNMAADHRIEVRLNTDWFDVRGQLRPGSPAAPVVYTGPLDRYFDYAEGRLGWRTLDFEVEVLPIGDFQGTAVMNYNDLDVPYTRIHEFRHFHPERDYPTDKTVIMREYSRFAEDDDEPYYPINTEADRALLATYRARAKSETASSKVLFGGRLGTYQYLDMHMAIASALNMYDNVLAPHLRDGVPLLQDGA
BoNT-A LC inh2 – inhibitors of Botulinum neurotoxin A light chain protease. multiplex microsphere protease substrate cleavage, flow cytometry. inhibition, % at 10 µM. hit rate 0.17% among 360,000. AID 588499; in the data active = inhibition above about 30%; inconclusive = no clear call, values can overlap the other calls; note: plate controls were buffer without enzyme for full effect and enzyme alone for no effect
BioA inh – BioA (M. tuberculosis) enzyme inhibition; purified M. tuberculosis BioA enzyme, plate reader; inhibition, % at 9.99 µM; hit rate 0.096% among 360,000; in the data active = inhibition above about 40%; inconclusive = no clear call, values can overlap the other calls
GDH-TPI inh – GDH-TPI coupled enzyme inhibition counter-screen; AID 588335; GDH-TPI coupled enzyme counterscreen, NADH absorbance; inhibition, % at 4.8 µM; hit rate 1.2% among 360,000;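 note: 0% = DMSO wells and 100% = wells lacking the enzyme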
BoNT F protease – blocks Botulinum neurotoxin F light chain protease. Multiplex microsphere protease cleavage assay, flow cytometry. inhibition, % at 10 µM. hit rate 0.22% among 360,000. AID 588497; in the data active = inhibition above about 35%, passing the limit was not always enough; inconclusive = no clear call, values can overlap the other calls; note: plate controls were buffer without enzyme for full effect and enzyme alone for no effect
Mtb FBA inh – Mtb fructose-bisphosphate aldolase inhibition; P9WQA3; purified M. tuberculosis FBA, fluorescence read-out; inhibition, % at 1 µM; hit rate 2.3% among 360,000; AID 588726; in the data active = inhibition above about 27%;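 note: 0% = vehicle and 100% = reference inhibitor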
Target sequence (P9WQA3 whole entry, looked up): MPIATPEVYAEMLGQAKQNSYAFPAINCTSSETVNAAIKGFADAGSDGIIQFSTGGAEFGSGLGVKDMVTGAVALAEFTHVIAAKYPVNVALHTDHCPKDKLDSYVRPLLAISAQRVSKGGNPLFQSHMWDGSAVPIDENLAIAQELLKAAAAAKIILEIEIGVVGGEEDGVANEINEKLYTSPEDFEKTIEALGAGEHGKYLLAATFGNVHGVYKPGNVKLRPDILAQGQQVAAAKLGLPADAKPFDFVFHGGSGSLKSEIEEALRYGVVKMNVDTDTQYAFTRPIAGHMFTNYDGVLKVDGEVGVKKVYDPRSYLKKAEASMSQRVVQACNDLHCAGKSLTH
Numbers without * were called inactive; ? = inconclusive; . = not tested or not shown; & = joins results of further samples. Cut-off read from the data, not from the text of the source, unless noted: active = inhibition above about 30%; inactive = the rest.

Below each SMILES: PrPC TRFRET	CCHFV vOTU inh	FadD28 binding	Mtb UGM inh	BoNT-A LC inh2	BioA inh	GDH-TPI inh	BoNT F protease	Mtb FBA inh
CC(C)CC(C)N1CCC(n2nccc2NC(=O)CCc2ccccc2)CC1 (configuration not stated)
  3	-5	-3.2	2.5	0.3	3.3	-7	7	1
Cc1onc(-c2ccccc2)c1C(=O)Nc1nnc(CC(C)C)s1
  6	7	-2.0	0.9	-0.5	1.1	-5	6	0
CC12CC3(C)CC(C)(C1)CC(C(=O)NCc1ccccn1)(C2)C3
  -5	11	-1.0	-1.1	-0.8	-1.8	-4	-3	8
COc1ccc(NC(=O)[C@@H]2[C@@H]3C(=O)N(C4CCCCC4)C(=O)[C@@H]3C3c4ccccc4C=CN32)cc1 (some centres not stated)
  1	23	-4.9	1.5	1.7	-1.7	4	1	-5
CC(=O)NC1(C)CCC2CC1C(C)=NC2(C)C (configuration not stated)
  1	11	-4.2	.	0.4	.	.	-3	-2
O=C(O)CCn1cnc2ccccc2c1=O
  -3	12	-2.6	-0.2	-0.5	-0.3	-3	-2	3
CC1=NN(c2ccccc2)C(=O)/C1=C\N(O)c1ccccc1
  9	8	-1.0	1.2	-4.7	-0.4	15	-3	-3
CCOc1ccc2nc(COC(=O)c3cccs3)c(C(=O)c3ccccc3)[n+]([O-])c2c1
  -9	-12	-1.7	-2.3	1.8	.	3	-3	-1
COc1ccc(/C=N/NC(=O)c2cc(OC)c(OC)c(OC)c2)cc1CN1CCc2cc(OC)c(OC)cc2C1C (configuration not stated)
  -5	2	-4.7	0.9	3.8	.	14	-3	3
CSC(=NNC(=O)c1ccc(O)cc1)SC
  -5	20	0.9	-2.1	0.5	-0.7	12	-9	3
CN1CCN(CCC(=O)N/N=C/c2cc3c(cc2[N+](=O)[O-])OCO3)CC1
  -22	7	0.1	-1.8	-2.2	0.3	1	-6	5
COc1ccccc1NC(=O)CN1CCN(CC(=O)Nc2ccc3c(c2)OCO3)CC1
  -3	-1	-1.2	-1.0	-0.5	3.3	3	2	-2
COc1ccc(CCN(C(=O)c2ccc(F)cc2)C2=CC3CCC(C2)N3C)cc1OC (configuration not stated)
  -2	4	-3.5	-2.1	-0.6	.	-1	3	1
COc1ccc(-c2noc(CCC(=O)Nc3cccnc3)n2)cc1
  8	-10	-1.1	1.9	0.0	1.4	9	-6	4
CCOc1ccc(C(=O)Nc2ccc(CN3CCOCC3)cc2)cc1Br
  0	-14	-2.7	0.0	-5.3	0.2	8	?	0
CCN1CCN(CCCNC(=O)c2cc3sccc3n2CC)CC1
  7	12	-9.5	1.7	0.7	2.1	-8	-8	1
CCOP(=O)(OCC)c1nc(-c2ccc(OC)cc2)oc1N1CCOCC1
  0	-45	-1.3	-1.5	0.4	1.5	11	-1	174*
C[C@H]1CN([C@@H](C)CO)C(=O)c2cccc(NS(=O)(=O)c3ccc(Cl)cc3)c2O[C@@H]1CN(C)CC1CCCCC1
  1	-8	-4.7	1.0	-0.1	-1.9&-0.6	5	1	1
CC(C)C1Oc2ccccc2N(CC(=O)N(Cc2ccccn2)CC2CCCO2)C1=O (configuration not stated)
  3	-19	-2.5	2.1	-0.4	.	-13	-6	1
Cc1cc(C)n(-c2cc(Oc3ccccc3)ncn2)n1
  3	-30	0.1	1.3	0.4	.	6	-8	-5

One compound at a time, from the list above. Order of screens: PrPC TRFRET, CCHFV vOTU inh, FadD28 binding, Mtb UGM inh, BoNT-A LC inh2, BioA inh, GDH-TPI inh, BoNT F protease, Mtb FBA inh
CN1CCN(CCC(=O)N/N=C/c2cc3c(cc2[N+](=O)[O-])OCO3)CC1 is listed as -22, 7, 0.1, -1.8, -2.2, 0.3, 1, -6, 5
Cc1cc(C)n(-c2cc(Oc3ccccc3)ncn2)n1 is listed as 3, -30, 0.1, 1.3, 0.4, ., 6, -8, -5

Other compounds
Below each SMILES: PrPC TRFRET	CCHFV vOTU inh	FadD28 binding	Mtb UGM inh	BoNT-A LC inh2	BioA inh	GDH-TPI inh	BoNT F protease	Mtb FBA inh
COC(=O)C1=CN(C2CC2)C=C(C(=O)OC)C1c1ccc(C(=O)OC)cc1
  -3	-38	0.8	-1.9	-0.5	0.6	-1	-1	44*
CC(C)(C)S(=O)(=O)c1cnc2c(-c3ccsc3)cnn2c1N
  4	-1	-2.8	.	-0.3	.	3	-4	2
CC(Sc1nc2ccccc2s1)C(=O)c1c(N)n(C)c(=O)n(C)c1=O (configuration not stated)
  7	15	-5.2	-2.4	0.1	.	-9	-4	-1
CCc1nnc(NC(=O)CSc2nc(C3CCCCC3)nc3ccccc23)s1
  8	0	-3.5	1.5	0.7	-1.3	3	-1	1
CNS(=O)(=O)c1cccc(C(=O)OCC(=O)c2ccc[nH]2)c1
  -1	-3	-3.2	4.1	-0.1	-0.8	-2	6	-5
O=C(CCNS(=O)(=O)c1ccc(Br)s1)Nc1ccc(Cl)cc1
  5	-9	-5.2	3.8	0.9	-0.2	1	-2	-1
CC(C)(C)NC(=O)C(c1cccs1)N(Cc1ccc(F)cc1)C(=O)c1csnn1 (configuration not stated)
  -2	-10	-2.7	0.5	-1.1	.	0	-6	5
Cc1ccc(C)c(N2CCN(C(=O)c3ccc(Cl)c(NC4=NC5CS(=O)(=O)CC5S4)c3)CC2)c1 (configuration not stated)
  -2	19	-1.9	1.6	1.8	5.7	-3	-9	0
COC(=O)c1c(NC(=O)CCl)sc(C(=O)N2CCOCC2)c1C
  -2	1	0.9	-0.7	-0.4	0.5	6	5	-1
CC1(C)Cc2cccc(OCC(=O)OCC(=O)Nc3ccc(S(N)(=O)=O)cc3)c2O1
  2	-4	0.0	.	0.0	-1.8	15	-1	3
CCOC(=O)C1=CN(C)CCC1=O
  -1	-3	-4.0	.	-0.1	2.6	-7	2	0
Cc1c(C(=O)Nc2nccs2)oc2c(Cl)cccc12
  -6	13	-3.8	-1.0	-3.0	.	8	-16	-2
COc1ccc2[nH]c(=O)c(CN(CC3CCCO3)C(=S)Nc3cccc(C)c3)cc2c1 (configuration not stated)
  1	-1	-0.7	-1.6	0.4	.	-2	1	12
CCc1sc(C(=O)Nc2ccc(OC)c(S(=O)(=O)N3CCOCC3)c2)cc1C
  9	-5	-1.7	-1.0	-0.3	-2.6	13	0	-3
CCOC(=S)SCC(=O)Nc1nc(-c2ccc(Br)cc2)cs1
  -8	6	-3.0	-1.0	-0.6	.	2	-7	-1
Oc1cccc(/C=N\Nc2nncc(-c3ccccc3)n2)c1
  -26	25	-0.9	0.1	-0.2	.	13	-3	-1
C/C=C/c1ccc(OCCCCOc2ccccc2C(C)=O)c(OC)c1
  2	8	-2.8	-1.6	-0.7	.	5	0	1
COc1cc(OC)c(S(=O)(=O)N2CCCCC2)cc1S(=O)(=O)N1CCCCC1
  6	4	-0.5	0.2	0.5	1.5	-10	11	1
COC(=O)c1sc2ccccc2c1-n1cccc1C(=O)C(=O)Nc1ccccc1
  0	7	-1.7	0.5	0.3	-2.7	26	6	-1
CC(=O)c1cccc(NC(=O)CN2CCc3cc4c(cc3C2)OCCCO4)c1
  -3	-3	-0.9	2.2	-0.2	0.1	7	-16	7
O=C(COC(=O)c1cccc(S(=O)(=O)NCc2ccccc2)c1)Nc1ccccc1OC(F)F
  5	12	-5.2	0.4	-0.7	2.7	-7	-3	-4
NC(=O)COc1ccc(/C=N/NC(=O)C2CCCN2S(=O)(=O)c2ccc(Cl)cc2)cc1 (configuration not stated)
  -6	12	-6.1	-1.3	-0.2	2.2	-2	-4	0
CCN(CC)CCC(=O)N1c2ccccc2Sc2ccc(NC(=O)OC)cc21
  -9	-5	-2.0	-0.8	-1.4	-0.2	10	-5	2
C=CCn1c(SCC(=O)c2[nH]c(C)c(C(=O)OCC)c2C)nc2scc(-c3ccc(OC)c(OC)c3)c2c1=O
  3	3	-1.0	1.0	0.0	.	0	2	3
N#Cc1ccccc1OCC(=O)NNC(=O)CNC(=O)c1cccc(Br)c1
  6	5	-1.6	0.2	?	3.0	7	?	5
C[C@H]1CN([C@@H](C)CO)S(=O)(=O)c2ccc(Br)cc2O[C@H]1CN(C)C(=O)c1cccnc1
  3	-8	-3.3	.	-0.8	11&13	-3	-9	-1
CCCn1cc(CN2CCCC(C(=O)c3cccc(OC)c3)C2)c(C)n1 (configuration not stated)
  -6	12	1.3	0.8	-1.4	.	9	-2	3
CC(C)N1C(=O)CCC1C(=O)NCCc1ccccc1 (configuration not stated)
  -5	-2	-2.6	-1.4	-0.7	-0.4	3	0	1
O=C(NCCCCc1ccccc1)C1CC(c2ccccc2[N+](=O)[O-])=NO1 (configuration not stated)
  -9	0	-3.0	-0.6	-0.1	-0.1	7	-10	-1
CC(=O)Nc1ccc2nc(NC(=O)c3ccco3)sc2c1
  3	4	-2.7	2.8	-3.6	-1.1	32*	?	-1
COc1ccc(C2C(C#N)=C(N)Oc3cc(C)n(CCN4CCOCC4)c(=O)c32)cc1OC (configuration not stated)
  -10	-3	-1.4	-0.6	-0.2	-3.7	17	1	-2
Cc1ccc(S(=O)(=O)c2nnn3c2nc(N2CCOCC2)c2ccccc23)cc1
  -1	2	-0.3	-2.8	3.5	2.9	2	10	4
Cc1ccc(-c2nc3ccccc3s2)cc1S(=O)(=O)N1CCOCC1
  0	-1	0.2	3.6	-1.7	0.2	12	-10	1
Cc1cc(C(=O)NC(C)c2ccncc2)no1 (configuration not stated)
  .	.	-1.1	-0.6	0.5	.	0	-4	2
Cc1ccc(NC(=O)c2nsc(Cl)c2Cl)cc1
  -7	-9	-0.1	-1.7	0.1	.	6	2	2
CCOC(=O)C1(CCOc2ccccc2)CCN(Cc2nccn2CC)CC1
  4	5	-3.6	-0.4	-0.4	.	3	-5	-1
Cc1cc(C)cc(NC(=O)Cn2nnc(C(=O)NCCc3ccccc3)c2N)c1
  4	-9	0.2	-1.3	-0.3	-0.6	-1	2	-3
CC[C@@H]1CC=C[C@H]2[C@H]1C(=O)N(Cc1ccccc1)[C@H]2c1ccc(OC)c(Cl)c1
  -11	15	-0.4	0.2	-0.6	-1.3	5	-4	0
CCOC(=O)N1CCN(C(=O)CSc2ccc3nnc(CCNC(=O)c4ccccc4)n3n2)CC1
  -3	17	-2.9	-0.3	-0.1	.	1	-7	4
COc1cc(C(=O)NCc2nnc(SCC(=O)N3CCCCCC3)o2)cc(OC)c1OC
  10	-2	-1.2	0.8	1.0	-0.3	3	-1	1
CCOC(=O)c1ccc(Cl)c(S(=O)(=O)N2CCCC2)c1
  2	-1	-0.7	1.2	-3.0	.	0	-2	2
CCCOc1ccc(F)cc1-c1cc(C(=O)NCc2cccc(Cl)c2)[nH]n1
  0	10	0.0	.	-0.5	-0.6	-1	1	-1
C[C@@H](NC(=O)[C@@H]1CCCN1C(=O)[C@@H]1CCCN1C(=O)OC(C)(C)C)c1ccccc1
  0	3	.	.	-0.4	.	.	-9	.
CC1(C)Oc2nc3ccccc3n2/C1=C\C#N
  7	18	-3.2	-0.5	0.7	-1.0	-9	4	2
CC(C)C[C@@H]1COc2cc(N(C)CCO)ccc2S(=O)(=O)N1
  -7	-8	.	.	-0.9	.	.	-4	.
O=S(=O)(c1cc(Cl)cc(Cl)c1)N1CCCC1c1nc2ccccc2s1 (configuration not stated)
  -1	-2	-2.7	2.1	-0.7	-1.2	-1	11	6
CCCn1c(C)cc(=O)c2cc(NC(=O)c3ccccn3)ccc21
  2	9	-6.1	-0.7	0.1	34	-3	-4	4
CN1CCN(C(=O)c2c(O)c3cccc4c3n(c2=O)CC4)CC1
  0	8	-2.5	2.9	-0.4	.	4	6	4
O=C(Cn1nc(C(F)(F)F)c2c1CCC2)N1CCN(c2ccccc2)CC1
  5	14	-0.7	0.4	-2.1	-0.8	7	-1	1
COC(=O)[C@@H]1C[C@@H]2CC[C@@H](O)C[C@@H]2N1Cc1ccc(OC)cc1
  2	-6	-1.7	-1.9	-0.1	-0.7	2	1	-1
CCOc1cc(NC(=O)Nc2ccc(F)cc2)c(OCC)cc1NC(=O)CC
  6	-8	-2.2	0.2	1.5	-0.7	8	-2	-2

Bioassay records (PubChem)
